Source: PubChem BioAssay (Sanford-Burnham Center for Chemical Genomics)
SENP1 inh: blocks the human SENP1 SUMO protease catalytic domain. recombinant SENP1 catalytic domain, CyPet-SUMO1-YPet FRET cleavage. inhibition, % at 10 µM. 360,000 compounds, 0.21% hits. AID 624204;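 active means inhibition at least 30% at 10 µM, raw YFP signal under a set limit, fluorescence ratio 0.5 to 1.5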;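 further: 0% = enzyme with DMSO and 100% = no enzyme wells; some results filed as inactive read as strong as hits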
Target sequence (Q9P0U3 419-644 limits assumed): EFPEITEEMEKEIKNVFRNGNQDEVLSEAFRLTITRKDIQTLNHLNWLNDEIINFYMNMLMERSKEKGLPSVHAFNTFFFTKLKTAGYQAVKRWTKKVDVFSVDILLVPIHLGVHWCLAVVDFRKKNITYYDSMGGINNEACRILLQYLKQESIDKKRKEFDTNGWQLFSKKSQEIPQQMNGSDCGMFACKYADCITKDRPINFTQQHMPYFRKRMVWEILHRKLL
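Controls: no-enzyme wells low, DMSO-plus-enzyme wells high control. Test system: human recombinant His6-tagged SENP1 catalytic domain enzyme. Reagent: SFCypet-SUMO1-SFYpet FRET protein substrate, 25 nM final. Doses: one dose per compound, 10 µM, 0.5% DMSO. Detection: FRET, CFP and YFP emission. Timing: 50 min reaction at room temperature.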
mIAP inh: blocks mouse intestinal alkaline phosphatase; purified mouse IAP, CDP-Star luminescence, 30 min; inhibition, % at 10 µM; 330,000 compounds, 0.2% hits; AID 2806;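 active means inhibition of at least 40% at 10 µM in the primary screen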;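 further: plate controls were DMSO with enzyme for no effect and no enzyme wells for full effect; values of inactives mirror those of a sister screen read the other way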
hIAP inh: human IAP inhibition; inhibition, % at 10 µM; AID 2544; 330,000 compounds, 0.12% hits; purified IAP, CDP-Star luminescence, 30 min;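 active means inhibition reaching a set limit with compound at 10 µM in the primary screen, cut at about 35% in these data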;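 further: plate controls were DMSO wells with enzyme for no effect and no-enzyme buffer wells for full effect; values of inactives mirror those of a sister screen read the other way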
Target sequence (P09923 whole entry, looked up): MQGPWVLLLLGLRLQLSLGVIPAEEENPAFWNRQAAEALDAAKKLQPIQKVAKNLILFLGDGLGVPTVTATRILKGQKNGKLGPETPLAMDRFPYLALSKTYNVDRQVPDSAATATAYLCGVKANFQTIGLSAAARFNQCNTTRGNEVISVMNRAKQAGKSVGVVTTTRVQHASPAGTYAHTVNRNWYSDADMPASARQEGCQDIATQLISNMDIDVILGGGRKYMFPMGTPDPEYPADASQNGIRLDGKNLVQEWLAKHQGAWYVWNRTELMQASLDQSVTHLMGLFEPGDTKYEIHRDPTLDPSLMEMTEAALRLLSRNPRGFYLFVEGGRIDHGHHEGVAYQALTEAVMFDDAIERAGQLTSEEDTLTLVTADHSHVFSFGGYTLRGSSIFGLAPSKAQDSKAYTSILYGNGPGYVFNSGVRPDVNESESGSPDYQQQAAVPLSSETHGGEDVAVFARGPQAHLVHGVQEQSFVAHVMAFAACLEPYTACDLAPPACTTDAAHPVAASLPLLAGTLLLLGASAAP
hIAP act: human IAP activation | P09923 | 330,000 compounds, 0.16% hits | activation factor at 10 µM | purified human IAP, CDP-Star luminescence, 30 min; active compounds read high; 1 = vehicle-only enzyme, 0 = enzyme-free background | AID 2524;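 active means activation factor of the enzyme at least 2-fold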; further: the source names both 10 and 20 µM as test concentration; values of inactives mirror those of a sister screen read the other way
A3G deaminase: APOBEC3G (human) deaminase inhibition | inhibition, % at 20 µM | 330,000 compounds, 0.28% hits | recombinant A3G, ssDNA deamination FAM/TAMRA fluorescence | AID 493012;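 active means inhibition of at least 40% at 20 µM, with no more than 30% in the related APOBEC3A deaminase screen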;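 further: plate controls were DMSO wells with A3G for no effect and wells lacking A3G enzyme for full effect; some compounds called inactive have numbers as strong as hits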
mIAP activ: increases mouse intestinal alkaline phosphatase activity; muIAP, CDP-Star luminescence, 30 min; active compounds read high; 1 = vehicle-only enzyme signal, 0 = enzyme-free wells; 330,000 compounds, 0.24% hits; AID 2805; activation factor at 10 µM;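 active means activation factor of at least 2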; further: the source names both 10 and 20 µM as test concentration; values of inactives mirror those of a sister screen read the other way
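Assay system: mouse IAP enzyme; reagent: chemiluminescent substrate CDP-Star; dosing: test compounds delivered from DMSO solution; schedule: 30 min at room temperature; measured by: luminescence from enzymatic CDP-Star hydrolysis; controls: DMSO-only wells and no-enzyme negative control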
NLRP3 yeast inh: blocks the NALP3 inflammasome reconstituted in yeast | Yeast reconstituted NLRP3/ASC/caspase-1, beta-gal luminescence, 24 h | inhibition, % at 10 µM | 330,000 compounds, 0.39% hits | AID 2825;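 active means inhibition of 50% or more; inactive means inhibition below 50%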;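 further: plate controls were induced DMSO wells for no effect and uninduced yeast grown without galactose for full effect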
beta cell repl: inducers of beta-cell replication in MIN6 cells; 330,000 compounds, 0.29% hits; AID 2380; MIN6 cells proliferation, ATPlite luminescence, 48 h; cells starved in 0.2% serum; 100% = growth in 10% serum; proliferation, % at 10 µM;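 active means compounds whose signal lies at least 3.5 SD above the mean of all wells on their plate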;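 further: 0% = DMSO-treated cells in low-serum medium and 100% = 10% serum control; some compounds called inactive have numbers as strong as hits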
APOBEC3A inh: blocks human APOBEC3A ssDNA deamination. inhibition, % at 20 µM. 330,000 compounds, 0.41% hits. AID 493011. recombinant A3A, FAM/TAMRA ssDNA deamination fluorescence;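 active means at least 40% inhibition at 20 µM here, with at most 30% in a related deaminase screen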;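 further: plate controls were A3A with DMSO for no effect and wells lacking A3A enzyme for full effect; some results filed as inactive read as strong as hits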
Target sequence (P31941 whole entry, looked up): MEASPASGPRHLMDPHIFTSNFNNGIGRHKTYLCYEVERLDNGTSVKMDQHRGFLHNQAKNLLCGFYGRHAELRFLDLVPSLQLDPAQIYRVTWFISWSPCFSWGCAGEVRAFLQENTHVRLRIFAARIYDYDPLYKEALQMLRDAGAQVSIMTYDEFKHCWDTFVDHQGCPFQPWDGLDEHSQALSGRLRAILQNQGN
Numbers without * were called inactive.

`CCOCCn1c(=NC(=O)/C=C/c2ccccc2Cl)sc2cc(NC(C)=O)ccc21` gave SENP1 inh -37, mIAP inh 3, hIAP inh 24, hIAP act 0.76, A3G deaminase 0, mIAP activ 0.97, NLRP3 yeast inh 9, beta cell repl -1 and APOBEC3A inh -1.
`O=C(CCC1COc2ccccc2O1)NCc1ccccc1` (configuration not stated) gave SENP1 inh 3, mIAP inh 5, hIAP inh 12, hIAP act 0.88, A3G deaminase -14, mIAP activ 0.95, NLRP3 yeast inh 12, beta cell repl 1 and APOBEC3A inh -4.
`O=S(=O)(/C=C/c1ccccc1)N1CCNCC1` gave SENP1 inh 0, mIAP inh 6, hIAP inh 9, hIAP act 0.91, A3G deaminase -7, mIAP activ 0.94, NLRP3 yeast inh 10, beta cell repl 1 and APOBEC3A inh -2.
Screening CN(C)CCN(C(=O)c1ccc2ccccc2c1)c1nc2ccc(Br)cc2s1 returned SENP1 inh 2, mIAP inh -5, hIAP inh -12, hIAP act 1.1, A3G deaminase -5, mIAP activ 1.1, NLRP3 yeast inh 3, beta cell repl 0 and APOBEC3A inh -4.
`Cn1nnnc1NCc1ccc(Cl)c(Cl)c1` gave SENP1 inh 1, mIAP inh 2, hIAP inh 20, hIAP act 0.8, A3G deaminase -6, mIAP activ 0.98, NLRP3 yeast inh -5, beta cell repl 0 and APOBEC3A inh 1.
`Cn1c(SCC(=O)c2ccc3c(c2)Cc2ccccc2-3)nnc1-c1ccccc1` gave SENP1 inh 2, mIAP inh 0, hIAP inh -17, hIAP act 1.2, A3G deaminase -4, mIAP activ 1, NLRP3 yeast inh 2, beta cell repl 2 and APOBEC3A inh 0.
CCOc1ccc(N=Cc2ccc3ccccc3c2)cc1 was read as SENP1 inh 1, mIAP inh -1, hIAP inh 12, hIAP act 0.88, A3G deaminase -9, mIAP activ 1, NLRP3 yeast inh 4, beta cell repl -2 and APOBEC3A inh -6.
For O=C(NC(=S)Nc1ccccc1CO)C1CCCCC1 the results were SENP1 inh 2, mIAP inh 23, hIAP inh -27, hIAP act 1.3, A3G deaminase 4, mIAP activ 0.77, NLRP3 yeast inh -3, beta cell repl 3 and APOBEC3A inh 3.
CCOc1cc(CNCCN2CCOCC2)ccc1OCc1ccccc1Cl was read as SENP1 inh 1, mIAP inh 0, hIAP inh -9, hIAP act 1.1, A3G deaminase -11, mIAP activ 1, NLRP3 yeast inh 3, beta cell repl -2 and APOBEC3A inh -3.
Screening CC(=O)Nc1ccc(S(=O)(=O)NCCN2CCNC2=O)cc1Cl returned SENP1 inh 1, mIAP inh -12, hIAP inh 5, hIAP act 0.95, A3G deaminase 28, mIAP activ 1.1, NLRP3 yeast inh 18, beta cell repl -7 and APOBEC3A inh -4.
Screening Cc1cc(C)c(S(=O)(=O)Nc2nnc(C)s2)c(C)c1 returned SENP1 inh 1, mIAP inh -4, hIAP inh -20, hIAP act 1.2, A3G deaminase -4, mIAP activ 1, NLRP3 yeast inh 22, beta cell repl 2 and APOBEC3A inh -1.
Screening COc1cc(/C=C/C(=O)O)cc(S(=O)(=O)Nc2ccc3nc(C)sc3c2)c1OC returned SENP1 inh -1, mIAP inh 2, hIAP inh 9, hIAP act 0.91, A3G deaminase -4, mIAP activ 0.97, NLRP3 yeast inh 7, beta cell repl -1 and APOBEC3A inh 2.
`CC(C)(C)NC(=O)Cn1cnc([N+](=O)[O-])n1` gave SENP1 inh 1, mIAP inh 2, hIAP inh 12, hIAP act 0.88, A3G deaminase -1, mIAP activ 0.98, NLRP3 yeast inh 9, beta cell repl -1 and APOBEC3A inh 1.
Screening CCC1C(O)=C(c2ccccn2)C(=N)N1c1ccccc1 (configuration not stated) returned SENP1 inh -8, mIAP inh 9, hIAP inh 4, hIAP act 0.96, A3G deaminase 1, mIAP activ 0.91, NLRP3 yeast inh 1, beta cell repl -3 and APOBEC3A inh 2.
CCc1nnc(SCC(=O)Nc2ccc(C(C)=O)cc2)nc1CC was read as SENP1 inh 0, mIAP inh 0, hIAP inh -4, hIAP act 1, A3G deaminase -1, mIAP activ 1, NLRP3 yeast inh -2, beta cell repl 2 and APOBEC3A inh -1.
Screening CCOC(=O)c1c(S(=O)(=O)NCC(=O)N2CCN(c3ccc(F)cc3)CC2)c(C)n(C)c1C returned SENP1 inh 2, mIAP inh -10, hIAP inh -10, hIAP act 1.1, A3G deaminase -4, mIAP activ 1.1, NLRP3 yeast inh 23, beta cell repl -2 and APOBEC3A inh -2.
Screening Cc1sc(NC(=O)C2CCCCC2C(=O)O)c(C(N)=O)c1-c1ccccc1 (configuration not stated) returned SENP1 inh 2, mIAP inh 5, hIAP inh 5, hIAP act 0.95, A3G deaminase -3, mIAP activ 0.95, NLRP3 yeast inh 9, beta cell repl -2 and APOBEC3A inh 1.
For COCCNC(=S)N(Cc1cccnc1)Cc1ccc(OC)c(OC)c1 the results were SENP1 inh 3, mIAP inh -7, hIAP inh 16, hIAP act 0.84, A3G deaminase -3, mIAP activ 1.1, NLRP3 yeast inh 1, beta cell repl -1 and APOBEC3A inh -3.
For Cc1c(C(=O)NC2=NCCS2)oc2ccccc12 the results were SENP1 inh -1, mIAP inh 5, hIAP inh -4, hIAP act 1, A3G deaminase -6, mIAP activ 0.95, NLRP3 yeast inh 11, beta cell repl -4 and APOBEC3A inh -2.
For Cc1ccc(Cn2c(Sc3nccc(C)n3)nc3c2c(=O)[nH]c(=O)n3C)cc1 the results were SENP1 inh 1, mIAP inh 1, hIAP inh -13, hIAP act 1.1, A3G deaminase 0, mIAP activ 0.99, NLRP3 yeast inh 5, beta cell repl -1 and APOBEC3A inh 0.
Cc1cc(C)cc(NC(=O)C2CCCN2C(=O)Oc2ccccc2)c1 (configuration not stated) was read as SENP1 inh 1, mIAP inh -19, hIAP inh 14, hIAP act 0.86, A3G deaminase -3, mIAP activ 1.2, NLRP3 yeast inh 13, beta cell repl -2 and APOBEC3A inh 3.
N#Cc1cc2cc3ccccc3nc2n2c(=O)c3ccccc3nc12 was read as SENP1 inh -27, mIAP inh 6, hIAP inh 34, hIAP act 0.66, A3G deaminase -12, mIAP activ 0.94, NLRP3 yeast inh 15, beta cell repl 0 and APOBEC3A inh -3.
Screening O=C(Nc1ccccc1)N1CCN(C2c3ccccc3-c3ccccc32)CC1 returned SENP1 inh 0, mIAP inh -29, hIAP inh -8, hIAP act 1.1, A3G deaminase -3, mIAP activ 1.3, NLRP3 yeast inh 11, beta cell repl -4 and APOBEC3A inh -2.
Screening O=C(CSc1ncccc1-c1nc2ccccc2[nH]1)N1CCN(c2ccccc2F)CC1 returned SENP1 inh -3, mIAP inh 12, hIAP inh 6, hIAP act 0.94, A3G deaminase -5, mIAP activ 0.88, NLRP3 yeast inh 11, beta cell repl 0 and APOBEC3A inh -2.
Screening COc1ccc(NS(=O)(=O)c2cccc(C(=O)NC3CCC(O)CC3)c2)cc1 (configuration not stated) returned SENP1 inh 2, mIAP inh -7, hIAP inh 22, hIAP act 0.78, A3G deaminase -6, mIAP activ 1.1, NLRP3 yeast inh 10, beta cell repl 1 and APOBEC3A inh -4.
Cc1[nH]n(-c2ccccc2)c(=O)c1/C=N/Nc1nncc(-c2ccccc2)n1 was read as SENP1 inh 3, mIAP inh 15, hIAP inh -37, hIAP act 1.4, A3G deaminase 0, mIAP activ 0.85, NLRP3 yeast inh 12, beta cell repl -4 and APOBEC3A inh -2.
CCC(C)NC(=O)c1c(C)cc(=O)oc1C (configuration not stated) was read as SENP1 inh 3, mIAP inh 5, hIAP inh 14, hIAP act 0.86, A3G deaminase -10, mIAP activ 0.95, NLRP3 yeast inh 4, beta cell repl 0 and APOBEC3A inh -3.
Screening O=C(CN1CCc2ccccc21)NCc1ccc2c(c1)OCO2 returned SENP1 inh -6, mIAP inh -7, hIAP inh -9, hIAP act 1.1, A3G deaminase -4, mIAP activ 1.1, NLRP3 yeast inh 8, beta cell repl -1 and APOBEC3A inh -2.
Screening Cc1ccc(F)cc1NC(=O)CSCc1nc2sc(C)c(C)c2c(=O)[nH]1 returned SENP1 inh 7, mIAP inh 4, hIAP inh -19, hIAP act 1.2, A3G deaminase 3, mIAP activ 0.96, NLRP3 yeast inh 21, beta cell repl -2 and APOBEC3A inh -1.
Screening O=C(c1ccc(N2CCCC2)c([N+](=O)[O-])c1)N1CCc2ccccc2C1 returned SENP1 inh 3, mIAP inh 0, hIAP inh 6, hIAP act 0.94, A3G deaminase -4, mIAP activ 1, NLRP3 yeast inh 36, beta cell repl -6 and APOBEC3A inh 0.
Screening CCn1nc(C(=O)OCC(=O)N2CCc3ccccc32)c2ccccc2c1=O returned SENP1 inh 1, mIAP inh -4, hIAP inh -89, hIAP act 1.9, A3G deaminase -7, mIAP activ 1, NLRP3 yeast inh 10, beta cell repl 0 and APOBEC3A inh -3.
`CC(C)C(NC(=O)c1cccc(S(=O)(=O)N2CCOCC2)c1)C(=O)NCCc1ccccn1` (configuration not stated) gave SENP1 inh 1, mIAP inh -5, hIAP inh -4, hIAP act 1, A3G deaminase 2, mIAP activ 1, NLRP3 yeast inh 7, beta cell repl 0 and APOBEC3A inh 2.
For Cc1cc(Cl)ccc1OCC(=O)Nn1c(C)ccc1C the results were SENP1 inh -3, mIAP inh 4, hIAP inh 11, hIAP act 0.89, A3G deaminase -3, mIAP activ 0.96, NLRP3 yeast inh 8, beta cell repl -1 and APOBEC3A inh -2.
Cc1cccc(-n2c(C)cc(/C=N/n3cnnc3)c2C)c1 was read as SENP1 inh -4, mIAP inh -3, hIAP inh 7, hIAP act 0.93, A3G deaminase -5, mIAP activ 1, NLRP3 yeast inh 2, beta cell repl -4 and APOBEC3A inh 0.
COc1ccccc1CNC(=O)C1CCN(S(=O)(=O)c2c(C)noc2C)CC1 was read as SENP1 inh 1, mIAP inh 4, hIAP inh 0, hIAP act 0.99, A3G deaminase -4, mIAP activ 0.96, NLRP3 yeast inh 16, beta cell repl -1 and APOBEC3A inh -1.
CCn1c(CN2CCN(c3ccc(OC)cc3)CC2)nc2cc(S(=O)(=O)N(C)C)ccc21 was read as SENP1 inh -8, mIAP inh -9, hIAP inh -28, hIAP act 1.3, A3G deaminase -2, mIAP activ 1.1, NLRP3 yeast inh 9, beta cell repl -3 and APOBEC3A inh -4.
`NS(=O)(=O)c1ccc(NC(=O)CSc2nnc(-c3ccc(O)cc3)o2)cc1` gave SENP1 inh 1, mIAP inh -7, hIAP inh -4, hIAP act 1, A3G deaminase -10, mIAP activ 1.1, NLRP3 yeast inh 7, beta cell repl 0 and APOBEC3A inh -4.
Screening COc1cc(C2CC(C(F)(F)F)n3ncc(C(=O)O)c3N2)cc(OC)c1OC (configuration not stated) returned SENP1 inh -21, mIAP inh 7, hIAP inh -3, hIAP act 1, A3G deaminase -3, mIAP activ 0.93, NLRP3 yeast inh 0, beta cell repl 4 and APOBEC3A inh 0.
For O=C(Nc1cccc2cccnc12)c1ccc(Cl)cc1 the results were SENP1 inh 2, mIAP inh -5, hIAP inh -47, hIAP act 1.5, A3G deaminase -1, mIAP activ 1, NLRP3 yeast inh -10, beta cell repl 5.9* and APOBEC3A inh -3.

Some of the compounds tested; count on the stated rates, not on these rows.
